Diaphorase act: counter-screen for diaphorase-based assays: diaphorase activators and chemical reducers; Diaphorase/resazurin coupled assay, resorufin fluorescence, 16 min; hits give high values; 1 = vehicle wells, 0 = NADH-free wells; activation factor at 20 µM; 0.005% of 190,000 active; AID 1229;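 active means diaphorase activity raised at least twofold by the compound at 20 µM; inactive means activation factor below 2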
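Assay system: bacterial diaphorase enzyme (C. kluyveri) / Input: enzyme 0.07 U/mL final / Medium: 50 mM HEPES pH 7.4 with 4.542 mM MgCl2, 0.005% Tween 20 / Doses: single compound dose of 20 µM, 1% DMSO final / Incubation: 16 min enzyme reaction, ambient temperature / Signal: fluorescence, excitation 544 nm and emission 590 nm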
STAT3 act: activators of IL-6 induced STAT3 signaling; U3A cells, IL-6 STAT3-luciferase reporter, luminescence; 100% = signal with IL-6 EC80 alone; activation (% of control), % at 5.6 µM; 0.91% of 190,000 active;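 active means activation above the screen-wide mean of compound activation plus 3 SD, cut at about 130% in these data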;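 further: 0% = background luminescence of wells with medium and substrate only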
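Detection: reporter luminescence signal / Assay system: STAT1-lacking human U3A cells, STAT3 luciferase reporter / Incubation: compound pre-incubation 1 h before IL-6, then 6 h stimulation at 37 °C / Control set: IL-6-only high control / Read-out: % activation relative to IL-6 control / Probe or stimulus: Interleukin-6, 33 ng/mL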
STAT3 inh: reduces IL-6 driven STAT3 reporter signal | U3A cells, IL-6 STAT3-luciferase reporter, luminescence; host cell line lacks STAT1 | inhibition, % at 5.5 µM | 0.89% of 190,000 active | AID 862;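 active means inhibition above the mean inhibition across all screened compounds plus 3 SD, cut at about 44% in these data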;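 further: 0% = DMSO only wells and 100% = 100 µM nifuroxazide control wells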
Hsp70 activator: switches on Hsp70 transcription | HeLa Hsp70 promoter luciferase reporter, luminescence; scaled: vehicle 0, proteasome-inhibitor control 100% | activation, % at 10 µM | 0.04% of 200,000 active | AID 1203;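 active means activation above the mean across all tested compounds plus 3 SD, cutoff set per campaign, cut at about 5.5% in these data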;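 further: 100% = MG132 at 30 µM as the positive control and 0% = DMSO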
G6PDH counter: counter-screen for G6PDH assay hits: L. mesenteroides G6PDH inhibition | inhibition, % at 5 µM | 0.12% of 200,000 active | AID 1020 | Purified L. mesenteroides G6PDH, diaphorase/resazurin coupled fluorescence, 45 min; in the data active means inhibition above about 50%
TLR4-MyD88 BLA: TLR4-MyD88 interaction inhibition in cells; HeLa CL3-4 TLR4/MyD88 BLA complementation, FRET ratio; 0.18% of 200,000 active; O00206+Q99836; inhibition, % at 8.4 µM; in the data active means inhibition above about 25%;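 further: 0% = vehicle and 100% = reference inhibitor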
Target sequence (O00206 whole entry, looked up): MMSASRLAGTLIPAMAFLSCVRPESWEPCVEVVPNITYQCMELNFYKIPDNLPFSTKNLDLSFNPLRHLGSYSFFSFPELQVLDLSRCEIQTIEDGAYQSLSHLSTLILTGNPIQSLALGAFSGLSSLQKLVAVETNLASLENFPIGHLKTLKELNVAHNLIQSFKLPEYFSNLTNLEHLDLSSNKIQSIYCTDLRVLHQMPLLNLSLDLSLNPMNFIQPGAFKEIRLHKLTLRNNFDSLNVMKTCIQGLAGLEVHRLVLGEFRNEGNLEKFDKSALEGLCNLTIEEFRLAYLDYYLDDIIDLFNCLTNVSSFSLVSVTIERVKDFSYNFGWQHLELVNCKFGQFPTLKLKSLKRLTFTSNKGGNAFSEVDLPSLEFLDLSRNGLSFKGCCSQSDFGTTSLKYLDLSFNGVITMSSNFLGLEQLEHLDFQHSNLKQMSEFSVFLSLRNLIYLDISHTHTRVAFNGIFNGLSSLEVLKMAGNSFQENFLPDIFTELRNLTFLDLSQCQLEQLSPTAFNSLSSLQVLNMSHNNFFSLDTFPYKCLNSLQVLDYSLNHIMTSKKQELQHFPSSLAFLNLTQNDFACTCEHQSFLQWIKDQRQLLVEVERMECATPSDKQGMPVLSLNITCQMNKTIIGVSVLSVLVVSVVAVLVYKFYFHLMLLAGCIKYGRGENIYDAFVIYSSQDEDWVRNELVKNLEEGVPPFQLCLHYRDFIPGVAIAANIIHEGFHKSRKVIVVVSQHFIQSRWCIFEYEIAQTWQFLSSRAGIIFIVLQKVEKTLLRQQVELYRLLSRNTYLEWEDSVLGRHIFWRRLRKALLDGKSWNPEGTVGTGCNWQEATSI
Target sequence (Q99836 whole entry, looked up): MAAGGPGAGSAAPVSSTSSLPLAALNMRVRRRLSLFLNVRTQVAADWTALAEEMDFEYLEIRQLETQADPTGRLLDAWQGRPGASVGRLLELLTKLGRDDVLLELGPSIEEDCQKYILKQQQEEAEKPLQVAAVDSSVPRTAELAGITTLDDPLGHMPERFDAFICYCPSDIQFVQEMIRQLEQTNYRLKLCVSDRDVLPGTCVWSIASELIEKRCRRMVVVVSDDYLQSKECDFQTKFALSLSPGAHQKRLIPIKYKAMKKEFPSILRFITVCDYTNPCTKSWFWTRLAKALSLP
APP transl inh: APP translation inhibition | SH-SY5Y APP 5'UTR-luciferase reporter, luminescence | inhibition, % at 2 µM | 0.82% of 190,000 active;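 active means inhibition above a set limit, derived from the sample mean plus 3 SD, cut at about 45% in these data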; further: values of inactives mirror those of a sister screen read the other way
Diaph inh CS: counter-screen for diaphorase-based assays: diaphorase inhibitors and chemical oxidizers | inhibition, % at 20 µM | 0.69% of 190,000 active | diaphorase resazurin-to-resorufin fluorescence, NADH, 16 min; bacterial (C. kluyveri) enzyme, not human;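 active means primary screen inhibition at 20 µM above a set limit, cut at about 50% in these data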;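 further: plate controls were DMSO with full reaction for no effect and wells lacking NADH for full effect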
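material = Clostridium kluyveri diaphorase enzyme | amount = 0.14 U/mL diaphorase, enzyme working solution | schedule = incubation 16 min, room temperature | detection = fluorescence of resorufin formed from resazurin, Ex 544/Em 590 nm | benchmarks = positive control minus NADH, DMSO neutral control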
STAT1 blocker: STAT1 signaling inhibition; inhibition, % at 5.5 µM; 0.35% of 200,000 active; NIH 3T3 STAT1-luciferase reporter, IFN-gamma, luminescence;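 active means inhibition above a set limit, the mean inhibition across all tested compounds plus 3 SD, cut at about 34% in these data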;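 further: 0% = IFN-gamma with DMSO and 100% = IFN-gamma with 300 µM nifuroxazide; values of inactives mirror those of a sister screen read the other way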
STAT1 activator: activators of IFN-gamma induced STAT1 signaling | NIH 3T3 STAT1-luciferase reporter, luminescence; 100% = IFN-gamma alone, no compound | activation (% of control), % at 5.5 µM | 2.6% of 200,000 active;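 active means activation above the screen-wide mean activation plus 3 SD, cut at about 130% in these data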;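 further: raw ratio to IFN-gamma control signal so 100% means no change and 0% no light; values of inactives mirror those of a sister screen read the other way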
Active calls of the source: *; . = no result given.

SMILES	Diaphorase act	STAT3 act	STAT3 inh	Hsp70 activator	G6PDH counter	TLR4-MyD88 BLA	APP transl inh	Diaph inh CS	STAT1 blocker	STAT1 activator
COc1ccc(N2CCN(CCNC(=O)CCS(=O)(=O)c3cccc4nsnc34)CC2)cc1	1	98	6	-0.6	3	-2	17	4	8	93
CC1=C([N+](=O)[O-])C(c2ccccc2)C2=C(N1)c1ccccc1C2=O (centres undefined)	0.7	104	-8	-0.2	5	1	57*	30	6	94
Cc1cccc(N2CCN(C(=O)c3cccc(S(=O)(=O)N4CCc5ccccc5C4)c3)CC2C)c1 (centres undefined)	0.8	94	2	-0.4	-22	9	4	23	10	91
COc1ccc(NC(=O)C2OC3OC(C)(C)OC3C3OC(C)(C)OC23)cc1 (centres undefined)	0.9	107	2	-0.2	-8	2	-5	13	1	99
Cn1c(Cn2c(=O)sc3ccccc32)nnc1SCC(=O)NC1CCCCC1	0.9	99	1	-0.5	-5	5	0	6	19	83
N/C(COc1ccc(C(=O)O)cc1)=N\O	0.9	109	-5	0.5	1	6	-21	8	2	98
Cc1ccc(CNC(=O)CCCC(=O)O)cc1	1	104	1	-0.6	5	-6	-1	5	2	99
c1ccc(-n2ncc3c2ncn2c(C4CCCCC4)nnc32)cc1	0.9	93	12	-0.2	11	23	-6	14	-1	101
CCc1nnc(NC(=O)C(CC)c2ccccc2)s1 (centres undefined)	0.8	106	-2	0.0	9	-2	-12	17	0	100
C(#Cc1ccccc1)C[N+]1(CC#Cc2cccc3ccccc23)CCOCC1	1.2	97	7	-0.5	9	7	-1	-16	-2	100
Cc1ccc(Oc2nnc(-c3cccs3)c3ccccc23)cc1C	0.8	98	6	-0.3	12	0	-2	18	-2	102
CC(C)NC(=O)NC(=O)CSc1nnc(-c2ccccc2F)n1N	0.9	99	6	0.0	-1	8	-5	10	5	97
CC1CN(C(=O)/C=C/c2ccc3c(c2)OCO3)CC(C)O1 (centres undefined)	0.9	103	2	-0.3	-16	-13	-8	7	17	84
Nc1c(-c2ccccc2)c(CN2CCOCC2)nn1-c1ccc(C(=O)O)cc1	1	100	-1	-0.2	-2	-5	2	4	17	85
COc1ccc2[nH]cc(C(=O)CN3CCN(C4CCCCC4)CC3)c2c1	0.9	113	-6	-0.3	6	-8	0	12	1	99
COc1ccc2cc(-c3cc(C(=O)OCC(=O)NC4CCS(=O)(=O)C4)c4ccccc4n3)ccc2c1 (centres undefined)	0.9	47	62*	0.0	-2	16	-40	6	-18	116
CN(C)c1nc(OCCNC(=O)Nc2ccccc2)nc(N2CCCCC2)n1	1.1	95	12	0.0	7	-6	-7	-10	10	89
OC1(c2cccnc2)CCN(Cc2nnnn2C2CCCCC2)CC1	0.9	99	6	-0.3	6	10	-2	13	1	99
Cc1ccc(Nc2nc(C)cc(C)c2C(N)=O)cc1	1	124	-24	-0.1	3	-9	0	4	-8	107
O=C(NC1CCCC1)C(c1ccc(O)cc1)N(CC1CCCO1)C(=O)C1COc2ccccc2O1 (centres undefined)	0.8	107	0	0.5	7	4	-12	22	2	99
CCN(CC)S(=O)(=O)c1ccc(-c2nnc(SCc3nnc(-c4ccc(C)cc4)o3)n2CC)cc1	0.9	104	-5	0.0	3	1	19	14	-12	111
CC1CN(c2nnnn2-c2ccccc2)CC(C)O1 (centres undefined)	0.9	97	9	-0.5	5	-13	-8	8	-7	105
CCCC(=O)Nc1sc(C)c(C)c1C#N	0.9	95	11	-0.1	10	-6	5	15	-10	108
Cn1c(=O)c2c(nc(Sc3nc4ccccc4n3CC(=O)N3CCCCC3)n2C)n(C)c1=O	0.8	110	-7	0.0	11	-4	21	20	-6	103
CCSc1nnc(CNc2ccc(F)cc2)n1CC1CCCO1 (centres undefined)	0.8	101	2	0.5	6	-1	-14	19	1	100
O=C(NC(=S)Nc1cccc2ncccc12)c1ccco1	0.9	91	16	-0.2	-1	-1	-24	8	3	97
C=CCn1c(CSCc2ccccc2)nnc1SCC(=O)N1CCN(c2ccccc2)CC1	0.9	98	2	-0.2	12	-12	14	15	2	98
CCOC(=O)c1ccc(NC(=S)NC2CCCC2)cc1	0.8	90	12	-0.4	-6	5	0	16	-9	108
CC(C)c1ccc(/C=N/Nc2cc(N3CCOCC3)nc(N3CCOCC3)n2)cc1	0.4	102	-1	-0.1	24	-11	-4	63*	-4	103
COc1ccccc1-c1nn2c(=O)cc(C)nc2s1	0.9	97	8	0.0	16	5	-9	12	-16	115
COc1cc(/C=N/NC(=O)CC2(C)OCCCO2)ccc1OCc1ccc(Cl)cc1Cl	0.6	105	-9	0.0	-6	3	-10	42	-6	105
CCOC(=O)C1=C(C)NC(=O)NC1C (centres undefined)	0.9	104	-1	-0.1	-6	-9	-21	10	-1	100
CCN1CCN(CCNC(=O)CSCc2nc(-c3ccc(OC)c(OC)c3)oc2C)CC1	1	101	4	0.2	4	-3	1	-4	4	97
CCCn1nc(C(=O)OCC(=O)c2ccccc2)c2ccccc2c1=O	0.8	95	12	-0.3	-4	6	7	18	2	96
O=C(COC(=O)c1cccnc1Cl)c1ccc(Cl)cc1Cl	0.8	104	-2	-0.1	7	5	1	16	-2	102
Cc1cc(C)cc(C(=O)Nc2ccc(N3CCCC3)cc2)c1	1.2	113	-4	0.2	4	-6	-146	-17	-54	151*
CN(C)C(CNC(=S)Nc1ccccc1)c1cccnc1 (centres undefined)	0.9	102	-8	-0.3	-6	1	20	7	-6	105
CCCCc1ccc(-c2ccc(C)cc2O)nc1	1	57	51*	-0.2	13	4	-203	4	-60	156*
COc1ccc(C(C)=O)cc1COC(=O)CNC(=O)c1ccccc1F	0.9	93	12	0.0	-10	1	-18	6	-2	102
O=C(O)CNC(=O)c1ccc(N2CCOCC2)cc1[N+](=O)[O-]	0.8	103	-3	0.1	0	-15	-7	16	-1	99
COc1cc(C(=O)NCc2nnc(SCC(=O)N3CCC(C)CC3)o2)cc(OC)c1OC	0.9	111	-7	-0.1	-2	2	-17	6	4	96
O=C(NCC(c1cccnc1)N1CCN(c2ccc(F)cc2)CC1)c1ccc(F)cc1 (centres undefined)	1	93	12	-0.2	-8	15	-2	-1	8	92
O=C(CSC1=N/C(=C/c2ccc(Cl)c(Cl)c2)C(=O)N1c1ccccc1F)NC1CC1	0.9	101	-1	-0.1	1	6	.	9	1	99
CCOc1ccc2nc(NC(=O)CSC3=NCCS3)sc2c1	0.7	80	25	-0.1	4	-13	-46	26	-32	129*
COc1ccc(N2C(=O)CN(Cc3ccc(OC)c(OC)c3)C2=S)cc1	0.9	117	-6	-0.1	3	-8	12	10	8	92
Cc1ccc(C(=O)COc2nc(C)cc(C)c2C#N)cc1	0.8	104	-2	-0.2	-6	-4	-12	25	15	86
CC(C)N(Cc1ccccc1)CC(O)COc1ccc(S(=O)(=O)N2CCOCC2)cc1Cl (centres undefined)	1	103	-2	-0.3	3	-7	-7	2	1	97
O=C(NC(=O)c1ccccc1)OCC1CCCN2CCCCC12 (centres undefined)	0.9	107	1	-0.1	3	3	-9	13	2	98
CSc1nnc(-c2cnccn2)n1C	0.9	90	16	0.4	-8	-9	14	5	1	99
CC(C)N(Cc1nc(-c2ccc(Cl)cc2)no1)C(=O)c1cccs1	0.8	95	12	-0.4	-3	-7	1	16	5	96
O=C(Nc1nc(-c2ccccn2)cs1)C1CC(=O)N(c2ccc3c(c2)OCCO3)C1 (centres undefined)	0.7	117	-23	-0.6	35	4	12	29	4	97
Cc1cc(C)c2c(=O)[nH]c(SCC(=O)Nc3ccccc3)nc2n1	0.8	107	-4	-0.1	0	2	-6	17	-3	102
CCN(CC)S(=O)(=O)c1cc(NC(=O)C(C)OC(=O)c2[nH]c(C)c(C(C)=O)c2C)ccc1C (centres undefined)	0.7	97	6	-0.6	24	1	0	26	14	88
O=C(N/N=C/c1ccc(-c2ccccc2C(=O)O)o1)c1cccs1	0.8	101	-4	-0.2	8	-14	3	20	-16	118
COc1ccc2c(c1)O[C@@H](c1cccc(C(F)(F)F)c1)[C@H](OC(=O)NCCc1ccc(OC)c(OC)c1)C2=O	0.8	102	-6	-0.2	13	-2	-9	16	2	98
O=C(NC(=S)Nn1cnnc1)c1cccc(Br)c1	0.7	95	6	0.1	6	-18	9	26	9	92
Cc1cccc(NC(=O)CN(C)S(=O)(=O)c2ccc(Br)cc2)n1	1	102	5	0.0	2	6	-1	3	-1	101
CCOC(=O)NC(=O)/C(C#N)=C(/C)N(C)C	1	97	13	0.0	5	-7	13	1	1	98
O=[N+]([O-])c1cc(/C=N/O)ccc1Oc1ccccc1Cl	0.9	122	-15	0.3	20	-11	-40	10	-37	131*
COc1ccc(OC)c(Nc2nc(-c3ccc(O)c(O)c3)cs2)c1	0.4	88	20	0.3	-26	0	40	57*	-3	102

Continuation.
SMILES	Diaphorase act	STAT3 act	STAT3 inh	Hsp70 activator	G6PDH counter	TLR4-MyD88 BLA	APP transl inh	Diaph inh CS	STAT1 blocker	STAT1 activator
CCCCN(CCCC)C(=O)c1cc(Cl)ccc1[N+](=O)[O-]	0.8	108	-11	-0.4	-2	7	11	19	4	96
C=CCOC(=O)c1sc(NC(=O)c2ccco2)nc1C	0.8	92	13	-0.3	3	-14	-37	20	-7	106
CCn1cc(C(=O)N2CCCC2)c(=O)c2cc(S(=O)(=O)N3CCOCC3)ccc21	0.9	104	-3	-0.1	-14	13	2	6	3	97
CC1CCCN(C(=O)Cn2cnc3c2c(=O)n(C)c(=O)n3C)C1 (centres undefined)	0.9	95	3	0.2	8	9	1	10	-9	108
Cc1ccc(SCC(=O)NCc2ccncc2)cc1	1	98	4	-0.3	8	4	-10	5	-4	104
Cn1cnnc1SCC(=O)NNC(=O)COc1ccc(Cl)cc1	0.8	107	-3	0.1	1	-19	-9	20	-2	100
COc1ccccc1NS(=O)(=O)c1cc(NC(=O)c2ccncc2)ccc1N1CCOCC1	0.9	122	-15	-0.2	5	1	-20	12	16	85

Compounds from the list above that contain a nitro group on carbon, in the order listed:
SMILES	Diaphorase act	STAT3 act	STAT3 inh	Hsp70 activator	G6PDH counter	TLR4-MyD88 BLA	APP transl inh	Diaph inh CS	STAT1 blocker	STAT1 activator
CC1=C([N+](=O)[O-])C(c2ccccc2)C2=C(N1)c1ccccc1C2=O (centres undefined)	0.7	104	-8	-0.2	5	1	57*	30	6	94
O=C(O)CNC(=O)c1ccc(N2CCOCC2)cc1[N+](=O)[O-]	0.8	103	-3	0.1	0	-15	-7	16	-1	99
O=[N+]([O-])c1cc(/C=N/O)ccc1Oc1ccccc1Cl	0.9	122	-15	0.3	20	-11	-40	10	-37	131*
CCCCN(CCCC)C(=O)c1cc(Cl)ccc1[N+](=O)[O-]	0.8	108	-11	-0.4	-2	7	11	19	4	96

High-throughput results deposited in PubChem by several laboratories.
